Source: PubChem BioAssay (several laboratories)
TRPM1 prom inh = inhibitors of MITF-driven TRPM1 promoter in melanoma cells; SK-MEL-5 TRPM1 promoter luciferase, 24 h; inhibition, % at 12.5 µM; 0.83% of 330,000 active; AID 488899;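 active = mean inhibition across replicates of 60% or more, whatever share of single replicates reaches that level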; note: values of inactives mirror those of a sister screen read the other way
Shn3 3UTR inh = reduces Shn3 3'UTR luciferase signal in osteoblasts. Clone20 osteoblast Shn3 3'UTR firefly luciferase, 24 h. inhibition, % at 12.5 µM. 0.52% of 360,000 active. AID 588674;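 active = mean inhibition of at least 75% with every replicate also reaching 75%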;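 note: 0% = median of neutral control wells and 100% = pilot-screen positive control compound; some compounds past the cut are filed as inactive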
NR2E3 ag-1 = NR2E3 (human) agonism; AID 2300; 0.12% of 320,000 active; Q9Y5X4; inhibition of corepressor binding, % at 4.78 µM; GST-NR2E3/biotin-RetCOR TR-FRET, 1536-well;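 active = percent inhibition above the cutoff of mean plus 3 SD of all tested compounds, set per screening campaign, cut at about 20% in these data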;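 note: 0% = DMSO wells and 100% = biotin wells as full block of FRET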
Target sequence (Q9Y5X4 whole entry, looked up): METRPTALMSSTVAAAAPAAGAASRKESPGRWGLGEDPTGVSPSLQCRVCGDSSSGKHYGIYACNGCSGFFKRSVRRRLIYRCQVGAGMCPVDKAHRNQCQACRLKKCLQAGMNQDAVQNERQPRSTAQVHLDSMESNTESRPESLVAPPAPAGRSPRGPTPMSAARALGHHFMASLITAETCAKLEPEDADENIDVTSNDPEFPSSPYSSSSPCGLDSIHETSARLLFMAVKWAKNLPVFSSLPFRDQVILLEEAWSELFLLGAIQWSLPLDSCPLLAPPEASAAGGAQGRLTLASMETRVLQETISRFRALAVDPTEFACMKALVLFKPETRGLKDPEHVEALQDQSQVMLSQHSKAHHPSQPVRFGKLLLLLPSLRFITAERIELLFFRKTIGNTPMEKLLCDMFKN
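System: GST-tagged NR2E3 plus biotinylated RetCOR corepressor; Amount: 1.35 nM GST-tagged NR2E3 final; Dosing: single nominal compound dose of 4.8 µM; Schedule: 5 h incubation at 4 °C; Technique: TR-FRET with europium anti-GST and streptavidin-D2, 340 nm excitation; Controls: biotin wells as high control, 0.6% DMSO wells as low control.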
LMP1 NFkB inh = reduces LMP1-driven NF-kappaB luciferase signal; LMP1-induced NF-kappaB luciferase reporter cells, luminescence; inhibition, % at 12.5 µM; 0.69% of 350,000 active; AID 504558; in the data active = inhibition above about 41%;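 note: 0% = neutral control wells and 100% = reference inhibitor control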
iPSC survival up = hiPSC single-cell survival enhancement; ATPlite luminescence; 100% = ROCK inhibitor wells, 0% = DMSO; survival enhancement, % at 20 µM; 0.044% of 360,000 active; AID 602274; in the data active = survival enhancement above about 18%;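 note: cells exposed to compounds for 16 hours before the ATP read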
Peg3 prom inh = reduces Peg3 promoter-driven luciferase expression in HeLa | HeLa PEG-Prom luciferase reporter, luminescence, overnight | inhibition, % at 20 µM | 1.7% of 360,000 active | AID 588405;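 active = inhibition of at least 50% at 20 µM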
HIF-2a block = blocks HIF-2a reporter activity. 786-0 RCC cells HIF-2a reporter, luciferase luminescence, overnight. inhibition, % at 18.8 µM. 0.72% of 360,000 active. AID 624352;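 active = inhibition of the luminescence signal of 40% or more relative to plate controls, in a single-dose primary screen at 18.75 µM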
C8 TRAIL sens = caspase-8 TRAIL sensitization; 1% of 360,000 active; NB7+C8 cells + TRAIL, ATPlite viability luminescence; inhibition (viability loss, TRAIL sensitization), % at 10 µM;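 active = compounds causing at least 50% loss of cell viability in the single-dose screen, relative to plate controls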
CF NFkB inh = inhibitors of cystic fibrosis induced NF-kB; KKLEB NF-kB-GFP reporter, PAF-induced, GFP fluorescence overnight; inhibition, % at 5 µM; 0.86% of 360,000 active;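 active = at least 50% inhibition at 5 µM, scaled per plate between neutral and stimulator controls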;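 note: PAF is a Pseudomonas aeruginosa culture filtrate used as stimulus; plate controls were PAF-stimulated DMSO wells for no effect and unstimulated DMSO wells for full effect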
NR2E3 ag-2 = agonists of human NR2E3 nuclear receptor; Q9Y5X4; CHO-S Gal4-NCOR/VP16-NR2E3 two-hybrid, luciferase; inhibition of corepressor binding, % at 3.98 µM; 0.35% of 360,000 active; AID 602229;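 active = inhibition above the mean of all tested compounds plus 3 SD, cut at about 70% in these data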;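 note: 0% = DMSO with NR2E3 transfected cells and 100% = cells lacking NR2E3 construct; higher means lower luciferase signal from less NR2E3 corepressor binding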
KKLEB cytotox = CF airway cell cytotoxicity counter-screen; 0.36% of 360,000 active; activity change (cytotoxicity), % at 5 µM; AID 602141; KKLEB CF airway cells viability, ATPlite luminescence, overnight; stronger effect = lower value; cells stimulated with P. aeruginosa culture filtrate;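 active = corrected activity change at or below -50% at 5 µM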
Starred values were filed as active, the others as inactive; · = not tested or not shown. The list is partial; the hit share may differ from the screen's.

SMILES	TRPM1 prom inh	Shn3 3UTR inh	NR2E3 ag-1	LMP1 NFkB inh	iPSC survival up	Peg3 prom inh	HIF-2a block	C8 TRAIL sens	CF NFkB inh	NR2E3 ag-2	KKLEB cytotox
COc1ccc(OC)c(NC(=O)Nc2cnccn2)c1	1	23	·	-10	-0.5	-19	-25	1	18	-19	0
O=C(COC(=O)CCC1CCCC1)NCc1ccc(Cl)cc1	-10	-6	3	-1	-0.5	-17	8	-31	6	11	-8
Cc1ccc2cc(CN(C(=O)c3cccs3)c3ccccc3)c(=O)[nH]c2c1	-2	5	7	13	-0.6	15	10	-7	0	-1	3
COc1ccc(CC(=O)N(C)CC(=O)Nc2ccccc2C(F)(F)F)cc1S(=O)(=O)N1CCOCC1	8	11	0	-12	0.0	-6	10	-4	-2	3	13
CCCCN(C(=O)c1ccccc1Cl)C(CC(C)C)c1nc2ccccc2[nH]1 (stereo unspecified)	·	11	·	·	-0.7	21	10	-17	-11	19	0
COC(=O)c1cc(OC)c(OC)cc1NC(=O)CN1CCCCC1	6	15	2	3	-1.0	6	-9	-3	8	-12	0
CC1CCCC(C)N1S(=O)(=O)c1ccc(Cl)cc1 (stereo unspecified)	-6	10	5	5	-0.5	12	16	0	2	6	1
Cn1c(=O)c2c(ncn2CC(=O)N/N=C/C=C/c2ccccc2)n(C)c1=O	-4	-13	0	5	-0.5	2	12	-6	10	-16	-4
COc1ccc(Cl)cc1NC(=O)CSc1nncn1-c1cccnc1	15	8	5	5	-1.4	18	15	19	-6	6	-8
COc1ccc(S(=O)Cc2ccc(C(=O)N3CCN(c4cccc(C)c4C)CC3)o2)cc1 (stereo unspecified)	16	40	1	7	-0.3	24	9	27	30	29	-9
N#CCC(=O)NCCCc1ccccc1	0	-59	1	-2	3.7	-2	9	4	-6	-7	8
Cc1ccc2nc(SCC(=O)NCC3CCCO3)c(C#N)cc2c1 (stereo unspecified)	-24	2	-1	-17	-0.7	-60	-76	9	-8	-5	2
CNC(=O)/C(C#N)=C/c1cn(CC(=O)OC)c2ccccc12	10	15	0	-2	2.1	1	-7	-16	0	14	15
Cn1nnc(NC(=O)CSc2ncn[nH]2)n1	0	-3	1	9	-0.4	3	12	4	-12	-9	1
COc1ccc(OCc2cc(C(=O)N3CCCN(C(C)=O)CC3)no2)c(Cl)c1	-50	-39	1	-14	0.1	-151	-144	-5	-7	-54	5
CCOC(=O)Nc1nnc(Cc2ccc(Cl)c(Cl)c2)s1	-14	11	-2	-16	0.2	0	14	-2	13	24	-18
Cc1ccc2nsnc2c1S(=O)(=O)N(Cc1cc2cccc(C)c2[nH]c1=O)CC1CCCO1 (stereo unspecified)	9	21	4	4	4.3	84*	6	10	35	11	-20
NC(=O)c1cc2ccccc2oc1=NCc1ccccc1	-5	-2	-1	3	0.0	-33	-26	4	15	-17	4
COc1ccc(S(=O)(=O)N[C@@H](C)C(=O)OCC(=O)Nc2cc3oc4ccccc4c3cc2OC)cc1	-18	-100	0	-12	0.5	-129	-130	-9	-52	-42	11
CCOC(=O)C1(CCc2ccccc2)CCN(C(=O)C2CCOCC2)CC1	-5	-12	3	6	-0.8	-32	-31	-4	12	-7	-9
CCOC(=O)Cn1ccc(O)c(Cc2ccc(Cl)cc2Cl)c1=O	-2	-6	-1	2	2.4	8	17	-7	-2	-27	-8
O=C(Cc1ccc(F)cc1)N(c1ccc(F)cc1)C1C=CS(=O)(=O)C1 (stereo unspecified)	-9	-1	1	-14	-1.2	12	4	-19	0	-13	7
Cc1ccc(C)c(C(=O)c2c(C)nc3sccn23)c1	14	-15	-2	1	1.7	13	28	3	-1	0	8
CCOC(=O)C1CCN(C(=O)c2cc3c(=O)n4ccccc4nc3s2)CC1	11	-43	2	-6	-0.3	-60	-86	8	7	-40	-6
N#Cc1c(N)nc2c(c1-c1cccc(O)c1)CCCCCC2	0	12	4	-1	-1.1	20	13	3	26	2	-1
O=[N+]([O-])c1cccc(-c2c[n+]3c(n2-c2ccccc2)SCC3)c1	10	-21	-1	-5	-0.2	4	4	-1	-20	-27	-6
Cc1nc2ccccc2n2c(-c3ccccc3)c3c(=O)n(C)c(=O)n(C)c3c12	-7	5	3	-10	-0.4	7	17	1	4	-10	-5
C/C(=N\NC(=O)c1cccc(F)c1)c1ccc(NC(=O)Cc2ccccc2)cc1	-34	-19	·	-28	0.0	-44	-156	6	-2	-170	7
O=P(Cc1cccc[n+]1[O-])(c1ccccc1)c1ccccc1	1	0	0	-6	0.0	7	14	-6	0	-16	7
CCC(C)n1[nH]c(=O)cc1N (stereo unspecified)	4	-2	-2	8	1.0	-2	-9	-7	2	-11	11
C/C(O)=c1/cnc2nc3ccccc3n2c1=O	-5	-27	-2	-4	1.3	-11	-22	3	-18	-10	-10
COC(=O)c1cc(S(=O)(=O)Nc2cccc(-c3ccno3)c2)c[nH]1	·	39	·	-9	-0.5	3	14	-2	4	14	-6
C[C@H](NC(=O)c1nc[nH]c1C(=O)NCCCCCNC(=O)OC(C)(C)C)C(=O)OC(C)(C)C	19	48	2	0	3.9	17	11	-23	0	24	1
COCC(C)n1c(SCC(=O)Nc2nccs2)nc2ccccc2c1=O (stereo unspecified)	12	-3	0	-2	-0.5	6	15	10	18	-19	-1
C=CCNC(=O)/C(C#N)=C/c1ccc(C)o1	-22	-16	1	3	-0.3	-21	-6	0	-8	-4	2
CCCCNC(=O)CC1SC(=NCC)N(CC)C1=O (stereo unspecified)	5	13	2	14	0.2	9	15	-6	-10	10	-4
Cc1ccc(NC(=O)CSc2nnc(C3CC3)n2N)cc1S(=O)(=O)N1CCOCC1	12	-18	5	4	0.4	10	10	-10	-6	-37	17
Nc1nnn(CC(=O)N/N=C/c2ccncc2)n1	·	-6	3	·	-0.2	1	19	-11	3	-10	-4
COc1ccccc1NS(=O)(=O)c1ccc(C)c(NS(=O)(=O)c2cc(C(=O)O)cc(C)c2C)c1	-6	-9	-1	-4	-0.5	14	9	9	-22	-16	-20
CN(C)S(=O)(=O)c1cc(C(=O)NCCCn2ccc3ccccc32)ccc1Cl	19	12	3	0	-2.4	7	9	1	-5	-26	6
COc1cc(C2C(C#N)=C(N)Oc3c2ccc2ccccc32)ccc1OCC(=O)Nc1cccc(C)c1 (stereo unspecified)	32	51	1	3	6.0	28	20	16	19	-14	8
N#CCSc1nc2sc3c(c2c(=O)n1C1CCCCC1)CCCC3	5	11	-1	-9	0.1	18	19	13	45	-1	-24
O=S(=O)(c1ccccc1)N(CC(O)Cn1c2ccccc2c2ccccc21)c1ccccc1 (stereo unspecified)	13	33	4	1	3.1	32	14	6	28	-19	-4
CCOC(=O)C1CN(S(=O)(=O)c2ccc(OC)cc2)c2cc(Cl)ccc2O1 (stereo unspecified)	1	0	-1	-9	0.2	9	6	19	-1	1	-8
COc1ccc(C2NC(c3ccc(OC)cc3)C([N+](=O)[O-])C(C)(C)C2[N+](=O)[O-])cc1 (stereo unspecified)	5	3	-3	-6	-0.3	22	15	-1	-9	-8	-2
CCOC(=O)C(=O)Nc1ccccc1C(=O)Nc1ccc(OC)cc1	-7	-14	-1	0	0.0	-25	-2	17	6	-16	1
CCc1ccc(OCCSc2nc3ccccc3n2CC(=O)O)cc1	1	-11	-2	-1	-0.5	11	-2	-19	-5	-18	7
O=C(Nc1ccc(N2CCOCC2)cc1)c1cccc2c(-c3ccc(F)c(F)c3)coc12	·	1	·	·	-0.6	-8	-18	5	5	-144	-10
O=C(CSc1nnc2c(n1)[nH]c1ccccc12)N1CCCCC1	-5	1	-1	-2	-0.3	-23	14	21	-10	-21	4
COC(=O)c1cn(Cc2cccc(C)c2)nn1	-5	-2	4	-3	-0.5	-7	13	1	9	16	6

(more compounds)
SMILES	TRPM1 prom inh	Shn3 3UTR inh	NR2E3 ag-1	LMP1 NFkB inh	iPSC survival up	Peg3 prom inh	HIF-2a block	C8 TRAIL sens	CF NFkB inh	NR2E3 ag-2	KKLEB cytotox
O=C(Nc1ccc(OCC(=O)N2CCOCC2)cc1)c1cncc(Br)c1	-6	-7	2	11	3.8	-4	3	1	57*	-11	-16
CSc1nc2n(n1)C(C)C1=C(CCCC1=O)N2 (stereo unspecified)	6	9	-4	0	0.0	9	15	0	-13	-21	9
Cc1cccc(-n2c(C)nc3sccc3c2=O)c1	9	0	4	-3	4.3	13	14	-17	3	-1	1
O=C(NCCc1ccccc1)c1cccc([N+](=O)[O-])c1	-95	-29	0	-21	0.6	-188	-143	-9	-6	-54	10
O=C(c1ccco1)N1CCN(S(=O)(=O)c2cccc(C(F)(F)F)c2)CC1	1	15	-2	-1	2.4	12	12	-10	2	10	-1
O=C(O)c1cccc(NC(=O)C2C3C=CC(C3)C2C(=O)OCC(F)(F)C(F)F)c1 (stereo unspecified)	8	-8	2	-8	0.2	0	14	-9	10	-2	3
Cc1nnc(N2CCc3ccccc3C2)[nH]c1=O	9	13	0	2	-0.6	14	16	-7	-3	19	1
CC(CC(=O)Nc1ccc(F)cc1)S(=O)(=O)c1ccc2c(c1)NC(=O)CO2 (stereo unspecified)	-4	-13	0	-3	1.2	-4	7	-8	-2	8	6
O=C(COC(=O)c1c(Cl)cccc1Cl)NC1CCCCC1	-8	-2	1	-8	1.9	-35	-52	-1	13	-32	-12
CCNC(=O)CN(c1ccc(CC)cc1)S(C)(=O)=O	-8	-3	2	8	-0.7	12	5	16	-3	-7	-10
CC1=Nc2cc(C(=O)NCc3ccco3)ccc2Sc2ccc(C)cc21	16	6	-2	7	-2.3	2	33	-31	35	-3	-19
O=C(C[n+]1cc(-c2ccccc2)n2c1CCC2)OCc1ccccc1	-7	-2	2	-2	0.2	0	-20	18	14	-2	6
CCCCN(CC)CCCNC(=O)c1cc2cc3ccc(C)cc3nc2o1	-26	-12	-2	0	0.3	-8	-32	-3	-20	12	8
CCOC(=O)C1=C(C)NC2=C(C(=O)CCC2)C1c1cc(OC)ccc1OC (stereo unspecified)	0	2	-1	0	-1.8	8	-5	-16	2	8	14
Cc1ccc(OCC(=O)N/N=C/c2c[nH]c3ccccc23)c([N+](=O)[O-])c1	7	-12	-3	0	4.7	-5	-54	24	-5	-1	0

An excerpt of these results, with bars between the fields:
SMILES | TRPM1 prom inh | Shn3 3UTR inh | NR2E3 ag-1 | LMP1 NFkB inh | iPSC survival up | Peg3 prom inh | HIF-2a block | C8 TRAIL sens | CF NFkB inh | NR2E3 ag-2 | KKLEB cytotox
CNC(=O)/C(C#N)=C/c1cn(CC(=O)OC)c2ccccc12 | 10 | 15 | 0 | -2 | 2.1 | 1 | -7 | -16 | 0 | 14 | 15
COc1ccc(OCc2cc(C(=O)N3CCCN(C(C)=O)CC3)no2)c(Cl)c1 | -50 | -39 | 1 | -14 | 0.1 | -151 | -144 | -5 | -7 | -54 | 5
O=[N+]([O-])c1cccc(-c2c[n+]3c(n2-c2ccccc2)SCC3)c1 | 10 | -21 | -1 | -5 | -0.2 | 4 | 4 | -1 | -20 | -27 | -6
COc1ccc(S(=O)(=O)N[C@@H](C)C(=O)OCC(=O)Nc2cc3oc4ccccc4c3cc2OC)cc1 | -18 | -100 | 0 | -12 | 0.5 | -129 | -130 | -9 | -52 | -42 | 11
